G9a inh – qHTS Assay for Inhibitors of Histone Lysine Methyltransferase G9a. Histone-lysine N-methyltransferase EHMT2 (Homo sapiens), Q96KQ7. G9a H3K9 monomethylation, AlphaScreen, 2 h. Potency, µM (highest dose often 102 µM), inactives show at the top dose activity, negative = inhibition, most hits filed as inhibitors. 350,000 compounds, 8.8% hits; note: % is set by controls: 0 for no effect and ±100 for the full control effect; nearly all actives have a fitted effect of over 75% in size
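Enzyme 20 nM + cpd, 15 min RT; add b-H3K9 pep 500 nM / SAM 20 uM; 2 h RT; anti-H3K9me1 Ab 0.5 ug/mL + SA donor / anti-rabbit acceptor beads 20 ug/mL each, 10 min; AlphaScreen read.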
POLI inh – qHTS for Inhibitors of Polymerase Iota. Pol iota fluorescent replication assay, 10 min. Potency, µM (series often up to 115 µM), without a hit: top-dose activity, negative = inhibition, actives largely listed as inhibitors. 390,000 compounds, 1% hits. AID 588590, 2011
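Pol iota at 10 nM preincubated 15 min with compounds at room temperature; reaction started with fluorescent substrate, 50 nM final. Fluorescence read kinetically at 0 and 10 min; buffer-only wells as negative control.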
BAZ2B inh – qHTS Assay for Inhibitors of BAZ2B | Potency, µM (doses to about 114 µM), for inactives: at the highest dose activity change, negative = inhibition, usual class: inhibitors | Bromodomain adjacent to zinc finger domain protein 2B (Homo sapiens), Q9UIF8 | AlphaScreen BAZ2B-H3K14Ac peptide displacement | 360,000 compounds, 4.4% hits; note: % is set by controls: 0 for no effect and ±100 for the full control effect; nearly all actives have a fitted effect of over 60% in size
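BAZ2B (50 nM) with biotin-H3(5-23)K14Ac peptide (50 nM) in PBS pH 7.4, 0.01% Tween-20, preformed 30 min, then compound 30 min at room temperature; top concentration 110uM. AlphaScreen streptavidin donor/nickel chelate acceptor beads (10 ug/mL final), 20 min dark, signal read.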
Pol beta inh – qHTS Assay for Inhibitors of DNA Polymerase Beta; P06746; Pol beta primer extension/strand displacement, fluorescence kinetic; Potency, µM (doses to about 114 µM), without a hit: at the top dose activity change, negative = inhibition, actives largely listed as inhibitors; 340,000 compounds, 1.3% hits; note: % is set by controls: 0 for no effect and ±100 for the full control effect
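Kinetic readout of DNA synthesis with strand displacement by Pol beta. Compound and 10 nM enzyme sit 15 min at room temperature; 50 nM substrate starts the reaction, read immediately and at 10 min.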
JMJD2A Tudor inh – qHTS Assay for Inhibitors of JMJD2A-Tudor Domain | Lysine-specific demethylase 4A (Homo sapiens), O75164 | AlphaScreen JMJD2A-Tudor / H3K4me3 peptide binding | Potency, µM (highest dose often 114 µM), inactives show at the highest dose activity change, negative = inhibition, actives largely listed as inhibitors | 390,000 compounds, 4.4% hits | AID 504339, 2011; note: % is set by controls: 0 for no effect and ±100 for the full control effect; nearly all actives have a fitted effect of over 50% in size
Target sequence (O75164 whole entry, looked up, the tested form may be a part): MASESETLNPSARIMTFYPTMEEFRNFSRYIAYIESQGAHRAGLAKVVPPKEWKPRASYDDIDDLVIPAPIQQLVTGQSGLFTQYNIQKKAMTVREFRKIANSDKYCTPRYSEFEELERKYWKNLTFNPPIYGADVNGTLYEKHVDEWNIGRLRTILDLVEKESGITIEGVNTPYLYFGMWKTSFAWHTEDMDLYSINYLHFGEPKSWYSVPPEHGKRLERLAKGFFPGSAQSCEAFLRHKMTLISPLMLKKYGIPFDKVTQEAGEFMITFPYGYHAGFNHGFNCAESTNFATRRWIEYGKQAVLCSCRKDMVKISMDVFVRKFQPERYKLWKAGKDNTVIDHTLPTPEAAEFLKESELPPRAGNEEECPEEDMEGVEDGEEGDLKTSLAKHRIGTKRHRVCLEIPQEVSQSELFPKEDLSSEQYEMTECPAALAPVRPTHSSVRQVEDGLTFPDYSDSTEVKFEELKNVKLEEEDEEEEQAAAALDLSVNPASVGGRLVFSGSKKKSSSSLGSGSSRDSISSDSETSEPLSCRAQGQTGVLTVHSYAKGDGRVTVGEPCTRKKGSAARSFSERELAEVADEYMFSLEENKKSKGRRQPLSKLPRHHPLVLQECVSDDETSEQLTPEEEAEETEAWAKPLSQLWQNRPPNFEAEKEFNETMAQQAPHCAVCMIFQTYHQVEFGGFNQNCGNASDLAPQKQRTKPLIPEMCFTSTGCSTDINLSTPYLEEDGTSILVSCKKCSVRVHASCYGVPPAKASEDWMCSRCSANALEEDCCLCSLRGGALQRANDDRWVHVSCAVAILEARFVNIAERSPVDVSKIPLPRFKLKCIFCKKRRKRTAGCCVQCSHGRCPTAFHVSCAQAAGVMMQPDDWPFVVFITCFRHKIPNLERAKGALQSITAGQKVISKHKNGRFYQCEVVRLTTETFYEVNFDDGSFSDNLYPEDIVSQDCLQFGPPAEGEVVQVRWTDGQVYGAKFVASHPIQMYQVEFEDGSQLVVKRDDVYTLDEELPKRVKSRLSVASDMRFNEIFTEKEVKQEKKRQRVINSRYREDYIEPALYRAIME
Pol eta inh – qHTS for Inhibitors of Polymerase Eta | recombinant Pol eta, fluorescent DNA replication assay | Potency, µM (doses to about 114 µM), for inactives: at the highest dose activity change, negative = inhibition, actives largely listed as inhibitors | 390,000 compounds, 1.2% hits | AID 588591, 2011; note: % is set by controls: 0 for no effect and ±100 for the full control effect
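Pol eta (10 nM) was preincubated with compounds for 15 min at room temperature, after which fluorescent replication substrate (50 nM final) was added to start the reaction. Fluorescence was read kinetically at 0 and 10 min.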
POLK inh – qHTS for Inhibitors of Polymerase Kappa; purified Pol kappa, fluorescent DNA synthesis assay, 10 min; Potency, µM (doses to about 107 µM), for inactives: at the highest dose activity, negative = inhibition, most hits filed as inhibitors; 400,000 compounds, 0.53% hits; note: % is set by controls: 0 for no effect and ±100 for the full control effect
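50 nM final substrate added after 15 min RT preincubation of 10 nM Pol kappa with compound; fluorescence read at 0 and 10 min.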
APEX1 inh – qHTS Assay for Inhibitors of the Human Apurinic/apyrimidinic Endonuclease 1 (APE1) | recombinant APE1, TAMRA/BHQ-2 abasic DNA cleavage fluorescence | DNA repair nuclease/redox regulator APEX1 (Homo sapiens), P27695 | AID 2517, 2012 | 350,000 compounds, 0.35% hits | Potency, µM (highest dose often 65.8 µM), inactives show at the top dose activity change, negative = inhibition, most hits filed as inhibitors;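 note: plate controls were vehicle for no effect and reference inhibitor for full effect; nearly all actives have a fitted effect of over 55% in size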
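Activity was derived from the fluorescence gain between first and third kinetic reads (60 s intervals, ex 525/em 598 nm) after 50 nM THF-abasic TAMRA/BHQ-2 duplex was added to 0.75 nM APE1 preincubated 15 min with compound.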
BLM helicase inh – qHTS Assay for Inhibitors of Bloom's syndrome helicase (BLM). RecQ-like DNA helicase BLM (Homo sapiens), P54132. recombinant BLM DNA unwinding, fluorescence dequenching. Potency, µM (series often up to 56.1 µM), for the others: top-dose activity change, negative = inhibition, hits mostly inhibitors. 350,000 compounds, 0.2% hits;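 note: plate controls were vehicle for no effect and no enzyme for full effect; nearly all actives have a fitted effect of over 35% in size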
Numbers without * were called inactive; ? = inconclusive; . = not tested or not shown; & = joins results of further samples; ! = a repeat was not active; [ ] = dose if it differs, or a comment. Calls come from the whole dose curve; as a rule, active = well fitted curve in the direction sought with a large enough effect; inconclusive = small, poorly fitted or top-dose-only effect, or another doubt; inactive = no such curve, though single readings can be large; an effect the other way counts as inactive or inconclusive. Potency is the fitted concentration of half-maximal effect. Not all compounds are listed; the hit share may differ from the screen's.

compound | JMJD2A Tudor inh | Pol beta inh | Pol eta inh | BAZ2B inh | G9a inh | APEX1 inh | POLI inh | POLK inh | BLM helicase inh
c1cc(-c2nnn(CCOCCn3nnc(-c4ccncc4)n3)n2)ccn1 | 2% | 0% | -2% | 0% | -5% | -7% | 18% | 14% | -1%
COc1ccc(C)cc1NC(=O)c1ccc2c(O)c(S(=O)(=O)c3ccccc3)c(=O)[nH]c2c1 | -3% | 43% | 4% | -18% | 8%[59 µM] | 14% | 10% | 9% | 0%
COc1ccc(C2SCC(=O)N2c2c(C)n(C)n(-c3ccccc3)c2=O)cc1OC (stereo not given) | -13%[57.1 µM] | -1% | -9% | 12% | 0% | 0% | 2% | -2% | 3%
O=C(CCCN1C(=O)/C(=C\c2ccccc2)SC1=S)Nc1cccc(C(=O)O)c1 | -32% | 18% | -16% | ? | ? | 5% | ? | -2% | 2%
Cc1[nH]n(-c2ccccc2)c(=O)c1/C=N/NC(=O)c1cccc(F)c1 | 79µM* | -19% | -12% | 79µM* | 25µM* | 32% | -21% | 0% | -3%
COc1ccc(CCN2CC(C(=O)NCCc3ccccc3C(F)(F)F)CCC2=O)cc1 (stereo not given) | -8% | 24% | -17% | -3% | 9% | 22% | 15% | 0% | -3%
COc1ccc(CC(=O)NNc2ncnc3c2cnn3-c2ccccc2)cc1 | 10%[57.1 µM] | 16% | -15% | 7% | 8%[59 µM] | 3% | 16% | 0% | -2%
CCCCN(CCCC)CCNC(=O)c1cn(CC)c2ccc(S(=O)(=O)N3CCc4ccccc4C3)cc2c1=O | ? | 35%&19% | ? | -11% | -7% | -7% | -7%&4% | -3%&-1% | -2%&3%
Cn1c(=O)c2c(nc(N3CCOCC3)n2CC(=O)C23CC4CC(CC(C4)C2)C3)n(C)c1=O | -27% | -13% | -5% | -36% | 4%[12.7 µM] | 0% | 17% | -12% | -3%
S=c1[nH]nc2n1CCCN2 | ? | 4% | -16% | -2% | -48%[59 µM] | 1% | 122%[activator] | 2% | -5%
Cc1cc(=O)oc(C)c1C(=O)NCCc1ccccc1 | -20% | 3% | -13% | 15% | -20% | -5% | 7% | 3% | 0%
CCN(CC)C(=O)CC(c1ccc2c(c1)OCO2)c1c(O)cc(OC)cc1OC (stereo not given) | -19%&-18% | ? | -22% | -4% | 23%[12.7 µM] | 0%&-2% | 31%&-23%[activator] | 3%&-3% | -1%&-3%
CCc1ccccc1NC(=O)[C@@H]1CCC(=O)N1C1OC(=O)c2c1ccc(OC)c2OC (stereo not given in full) | -3% | -29% | 3% | 7% | 21%[12.7 µM] | 6% | 23% | 12% | -4%
Cc1ccc(C)c(N2CCN(c3ncnc4c3cnn4-c3ccccc3)CC2)c1 | ? | -1% | -8% | -5% | ? | 14% | -1% | -8% | 4%
CCOCCCNC(=O)C1CCN(S(=O)(=O)CC)CC1 | -2% | 1% | 8% | 4% | 14%[59 µM] | -1% | -9% | -10% | 0%
Cc1ccc(Cl)cc1NC(=O)Cn1c(=O)oc2cc(S(=O)(=O)N3CCCC3)ccc21 | -18% | -17% | . | 0% | 6%[59 µM] | . | ? | -10% | -4%
CC(Sc1nc2cc(Cl)ccc2s1)C(=O)Nc1cccc(S(=O)(=O)N2CCOCC2)c1 (stereo not given) | -21% | 20% | -9% | -21% | -8%[59 µM] | -4% | 44%[activator] | -21% | -5%
CC(NC(=S)NCCCN1CCOCC1)C1CC2CCC1C2 (stereo not given) | -12% | -1% | -15% | -18% | ? | -6% | 16% | -8% | -1%
Cc1nn(C)c(C)c1/C=C1/SC(=S)NC1=O | -12% | -2% | -8% | -9% | ? | 8% | 14% | -2% | -2%
COc1ccc(N2CCN(C(=O)Cn3cnc4sc(C)c(S(=O)(=O)N5CCCCC5)c4c3=O)CC2)cc1 | 4% | -20% | -24% | 18% | ? | . | 19% | -6% | -1%
OC(COc1ccc2c(c1)OCO2)CN1CCCC1 (stereo not given) | -21% | 54%[activator] | -19% | -11% | 4% | 15% | 35% | -7% | 3%
CO/N=C(\C(=O)N[C@@H]1C(=O)N2C(C(=O)O)=C(COC(C)=O)CS[C@H]12)c1csc(N)n1 (stereo in doubt) | 56µM*! | 25µM*! | 28µM*! | -9% | 45µM*! | 11µM*! | 11µM* | 40µM* | -4%
O=C(CCN1C(=O)/C(=C/c2ccccc2Cl)SC1=S)NNC(=O)c1cccnc1 | -10% | ? | -25% | -5% | 2% | -2% | 144%[activator] | -1% | -5%
CCc1cc2c(SCC(=O)Nc3ccc(Cl)cn3)ncnc2s1 | -13% | 2% | -18% | 10% | 3%[59 µM] | -2% | 1% | -6% | -3%
CC(=O)N1CCN(CC(=O)Nc2ccc([N+](=O)[O-])cc2Br)CC1 | -13% | -16% | -6% | -16% | -15% | -4% | 153%[activator] | -5% | 0%
Cc1ccc(C)c(-n2c(-c3cccnc3)n[nH]c2=S)c1 | 22µM* | -5% | -1% | ? | 32µM* | 0% | 20% | -7% | -1%
CCN1CCN(C(=O)Cn2c(-c3cccs3)cc3ccccc32)CC1 | -4% | 2% | -21% | 1% | 5%[59 µM] | . | 12% | -9% | -4%
CC1(c2ccccc2)NC(=O)N(CC(=O)NCc2ccc3c(c2)OCO3)C1=O (stereo not given) | -9% | -1% | -17% | 3% | 3% | 29% | -6% | 6% | -2%
COc1ccc(NC(=O)Cc2ccccc2)cc1 | -14% | 16% | 1% | -3% | ? | 9% | 7% | -11% | 7%
CCN(CC)C(=O)c1cnn(-c2ccccc2)c1NC(=O)c1cccc(F)c1 | -8% | 6% | -7% | -5% | 10%[59 µM] | -6% | 7% | -12% | -2%
COc1ccc(-c2cc(C(=O)Nc3c(C)n(C)n(-c4ccccc4)c3=O)c3ccccc3n2)c(OC)c1 | ? | -1% | -17% | -7% | ? | 11% | 91%[activator] | 0% | -3%
Cc1cccc(CCNc2nc3ccc(C)cc3n3cnnc23)c1 | -10% | 9% | -5% | 2% | ? | 18% | 17% | -1% | -3%
COc1ccc(OC)c(-c2csc(N(C)C(=O)Cc3ccccc3)n2)c1 | -19% | -11% | ? | -22% | -50% | -7% | 21% | -8% | -9%
COc1ccc(C(=O)N/C(=C\c2cn(C)c3ccccc23)C(=O)N2CCOCC2)cc1OC | -25% | 34% | -3% | ? | ? | 7% | 25% | 3% | -2%
Cc1ccc2cccc(OC(=O)c3ccc4c(c3)OCCO4)c2n1 | ? | 11% | -1% | . | 8.9µM* | -6% | 14% | -5% | -2%
Cc1cccc(C)c1NC(=O)CS(=O)CC(=O)NCCCc1ccccc1 (stereo not given) | -6% | 4% | -2% | -36%[57.1 µM] | 116%[activator][59 µM] | 1% | 13% | 6% | 1%
CCN(CC(=O)Nc1c(F)cccc1F)C(=O)CCCNC(=O)c1ccc(Cl)cc1 | -5% | . | -16% | -11% | -4%[0.501 µM] | 51%[activator] | 4% | 2% | .
CN(C)CCNC(=S)Nc1ccc(Br)cc1 | -5% | 0% | -4% | 9% | -7%[59 µM] | 2% | 148%[activator] | -1% | -1%
CCOc1ccc(CCNC(=O)CSCC(=O)Nc2cccc(C)c2)cc1OCC | -24% | . | -5% | 5% | -28% | 7% | 14% | -10% | .
CC(=O)Nc1cc2c(=O)n(Cc3ccccc3)c(C)nc2cc1N1CCOCC1 | -17% | 22% | 4% | ? | 50µM* | -1% | -7% | -1% | 1%
Fc1cc(Cl)c(OCc2noc(-c3ccsc3)n2)c(Cl)c1 | 13% | 0% | -3% | -19% | 51%[activator] | -5% | 32%[activator] | 6% | -1%
O=C(/C=C/c1ccco1)Nc1cccc(-c2nc3ccccc3[nH]2)c1 | ? | ? | ? | -36% | 25µM* | -10% | -7% | -9% | -2%
CCN(C(=O)COC(=O)CCOc1ccccc1C)c1c(N)n(Cc2ccccc2)c(=O)[nH]c1=O | -16% | . | ? | . | . | . | 13% | -12% | .
COc1cccc(CNC(=O)[C@H](C)NC(=O)C2CCN(S(=O)(=O)c3ccccc3)CC2)c1 | ? | 8% | -11% | -6% | -5% | -7% | 12% | -4% | 0%
O=S(=O)(c1ccc(Cl)nc1)N(Cc1ccccc1)Cc1ccccc1 | 95%[activator] | 16% | -24% | 78%[activator] | 150%[activator] | 6% | -3% | -7% | -6%
O=C(O)COc1ccccc1/C=N/NC(=O)c1cccc(S(=O)(=O)Nc2cccc(Cl)c2)c1 | -11% | ? | -13% | -35% | ? | 1% | 17% | 3% | -4%
Cc1ccc(Cl)cc1N1CCN(C(=O)C2CCN(S(C)(=O)=O)CC2)CC1 | 0% | ? | -20% | -3% | 3% | -3% | 20% | 5% | -3%
COc1ccc(N(C(=O)c2ccc3c(c2)OCO3)C2C=CS(=O)(=O)C2)c(OC)c1 (stereo not given) | -18% | 8% | -24% | -5% | 34% | 14% | 35%[activator] | 2% | -2%
CS(=O)(=O)Nc1ccc([N+](=O)[O-])cc1Oc1ccccc1 | -16%&9% | 18% | 6% | -26% | 32µM*! | -3% | 42%[activator] | 5%[60.1 µM] | -4%
Cc1ccc(NC(=O)C[n+]2cc(-c3ccccc3)n3c2CCC3)cc1 | -12% | -4% | -14% | -14% | ? | -2% | 0% | 0% | -2%
CCOc1ccc(CCNC(=O)c2cc(=O)[nH]c3ccc(S(=O)(=O)N(CC)CC)cc23)cc1OCC | -12% | 0% | -11% | -6% | 31% | 29% | 5% | 1% | 0%

2 successive entries already listed, for reference:
compound | JMJD2A Tudor inh | Pol beta inh | Pol eta inh | BAZ2B inh | G9a inh | APEX1 inh | POLI inh | POLK inh | BLM helicase inh
Fc1cc(Cl)c(OCc2noc(-c3ccsc3)n2)c(Cl)c1 | 13% | 0% | -3% | -19% | 51%[activator] | -5% | 32%[activator] | 6% | -1%
O=C(/C=C/c1ccco1)Nc1cccc(-c2nc3ccccc3[nH]2)c1 | ? | ? | ? | -36% | 25µM* | -10% | -7% | -9% | -2%

Screening results deposited in PubChem BioAssay by National Center for Advancing Translational Sciences (NCATS).
